LYPLA2 counter: LYPLA2 inhibitors, primary screen, counter-screen for PME1 inhibitor project, biochemical, fluorescence polarization, FP-Rh probe ABPP; AID 2177, 2009; recombinant LYPLA2; inhibition, % at 5.9 µM; Acyl-protein thioesterase 2 (Homo sapiens), O95372; 320,000 compounds, 0.38% hits;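 active means inhibition above the screen-wide mean plus 3 SD, limit set per campaign, cut at about 26% in these data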;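 further: 0% = LYPLA2 with DMSO and 100% = wells lacking LYPLA2 enzyme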
Target sequence (O95372 whole entry, looked up): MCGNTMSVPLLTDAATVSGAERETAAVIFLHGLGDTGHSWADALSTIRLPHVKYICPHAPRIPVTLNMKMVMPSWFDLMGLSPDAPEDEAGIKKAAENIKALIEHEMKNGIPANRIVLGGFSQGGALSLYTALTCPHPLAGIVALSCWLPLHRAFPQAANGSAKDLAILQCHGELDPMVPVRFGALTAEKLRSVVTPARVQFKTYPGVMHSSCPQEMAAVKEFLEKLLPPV
PAFAH2 FP inh: PAFAH2 enzyme inhibitors, primary screen, biochemical, fluorescence polarization, human; recombinant PAFAH2, FP-rhodamine activity probe; 340,000 compounds, 0.99% hits; inhibition, % at 3.39 µM;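 active means inhibition above the mean over all tested compounds plus 3 SD, cut at about 30% in these data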;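 further: inhibitors block probe labeling of enzyme so polarization drops; 0% = enzyme with DMSO and 100% = wells lacking PAFAH2 protein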
PAFAH1B3 FP inh: PAFAH1B3 enzyme inhibitors, primary screen, biochemical, fluorescence polarization, human; Platelet-activating factor acetylhydrolase IB subunit alpha1 (Homo sapiens), Q15102; recombinant PAFAH1B3, FP-rhodamine probe; inhibition, % at 3.39 µM; 340,000 compounds, 0.28% hits;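 active means inhibition above the screen-wide average of all tested compounds plus 3 SD, cut at about 25% in these data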;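 further: 0% = enzyme with DMSO only and 100% = wells lacking PAFAH1B3 protein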
LYPLA1 counter: LYPLA1 inhibitors, primary screen, counter-screen for PME1 inhibitor project, biochemical, fluorescence polarization, FP-Rh probe ABPP; Acyl-protein thioesterase 1 (Homo sapiens), O75608; recombinant LYPLA1; inhibition, % at 5.9 µM; 320,000 compounds, 0.16% hits;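 active means inhibition above the mean of all tested compounds plus 3 SD, set per campaign, cut at about 14% in these data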;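 further: inhibitors block serine hydrolase probe labeling of LYPLA1 so polarization falls; 0% = enzyme with DMSO and 100% = wells lacking LYPLA1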
PAD4 inh: human PAD4 inhibitors, primary screen, biochemical, fluorescence polarization, 1536-well format | Protein-arginine deiminase type-4 (Homo sapiens), Q9UM07 | inhibition, % at 6.36 µM | AID 485272, 2010 | recombinant PAD4, RCA probe fluorescence polarization | 330,000 compounds, 0.41% hits;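 active means percent inhibition above a cutoff equal to the mean of all tested compounds plus 3 SD, cut at about 15% in these data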;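 further: 0% = PAD4 with RCA probe and DMSO and 100% = probe without PAD4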
PREPL inh: PREPL enzyme inhibitors, primary screen, biochemical, fluorescence polarization; inhibition, % at 5.96 µM; AID 2751, 2010; Prolyl endopeptidase-like (Homo sapiens), Q4J6C6; 320,000 compounds, 0.68% hits; recombinant PREPL, fluorescence polarization activity-based probe; in the data active means inhibition above about 43%;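 further: 0% = enzyme with DMSO and 100% = wells lacking enzyme; many of its hits are not listed in these tables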
Target sequence (Q4J6C6 whole entry, looked up): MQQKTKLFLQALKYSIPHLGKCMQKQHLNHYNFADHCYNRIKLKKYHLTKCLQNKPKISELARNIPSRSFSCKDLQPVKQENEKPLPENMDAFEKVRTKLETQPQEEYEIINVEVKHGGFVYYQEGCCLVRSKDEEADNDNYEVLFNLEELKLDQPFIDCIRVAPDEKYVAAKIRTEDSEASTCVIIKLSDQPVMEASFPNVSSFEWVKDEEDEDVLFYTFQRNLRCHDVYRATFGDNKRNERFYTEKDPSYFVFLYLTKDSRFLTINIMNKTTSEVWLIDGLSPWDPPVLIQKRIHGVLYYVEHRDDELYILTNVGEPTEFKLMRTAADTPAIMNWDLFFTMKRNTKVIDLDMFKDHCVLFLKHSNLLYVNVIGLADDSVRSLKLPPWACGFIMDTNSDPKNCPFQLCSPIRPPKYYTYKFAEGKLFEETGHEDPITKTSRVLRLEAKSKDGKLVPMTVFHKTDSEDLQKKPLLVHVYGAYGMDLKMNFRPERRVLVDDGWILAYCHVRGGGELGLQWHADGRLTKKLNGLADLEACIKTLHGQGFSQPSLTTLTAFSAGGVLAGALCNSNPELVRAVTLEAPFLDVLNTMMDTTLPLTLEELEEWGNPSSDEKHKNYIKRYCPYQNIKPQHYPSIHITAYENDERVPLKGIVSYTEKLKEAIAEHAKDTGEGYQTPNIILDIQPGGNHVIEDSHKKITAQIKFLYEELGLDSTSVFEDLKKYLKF
EBNA-1 inhibitor: EBNA-1 DNA-binding inhibitors, primary screen, biochemical, fluorescence polarization; inhibition, % at 14.8 µM; 300,000 compounds, 0.34% hits; AID 1950, 2009; in the data active means inhibition above about 28%
ZTA counter: blocks Epstein-Barr virus ZTA, an EBNA-1 counter-screen. P03206. ZTA-DNA binding, fluorescence polarization. inhibition, % at 11 µM. 320,000 compounds, 0.15% hits; in the data active means inhibition above about 33%
GSTO1 inh: inhibitors of recombinant GSTO1, primary screen, counter-screen for RBBP9 inhibitor project, biochemical, fluorescence polarization | 300,000 compounds, 1.1% hits | inhibition, % at 5.96 µM | AID 1974, 2009 | activity-based probe fluorescence polarization | Glutathione S-transferase omega-1 (Homo sapiens), P78417;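 active means inhibition above the campaign mean inhibition plus 3 SD, cut at about 35% in these data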;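 further: 0% = GSTO1-1 with DMSO and 100% = wells lacking GSTO1-1 enzyme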
* = called active by the depositor; . = no result given. A portion of the library; count on the stated rates, not on these rows.

SMILES	LYPLA2 counter	PAFAH2 FP inh	PAFAH1B3 FP inh	LYPLA1 counter	PAD4 inh	PREPL inh	EBNA-1 inhibitor	ZTA counter	GSTO1 inh
CCn1c(CSc2nc3ccccc3[nH]2)n[nH]c1=S	-8	5	2	-5	1	0	9	2	8
COc1cc(CN2CCC(C(=O)N3CCN(c4ccccc4F)CC3)CC2)ccc1O	1	-2	4	0	1	16	-10	-5	3
CC(C)CNC(=O)COc1ccc2c3c(c(=O)oc2c1)CCC3	2	-4	5	2	1	10	-4	-8	4
CCCc1cc2c(-c3ccccc3)cc(=O)oc2cc1OCc1ccc(C(=O)O)o1	5	-2	-1	-3	-2	-4	-2	6	-3
O=C(CCCN1C(=O)/C(=C/c2ccco2)SC1=S)Nc1ccccc1C(=O)O	3	18	5	0	-12	-5	5	23	15
COc1ccccc1CNC(=O)C1(C)Oc2cccnc2NC1=O (stereo not drawn)	7	5	0	2	-2	4	3	5	2
CCCn1nc(NC(=O)c2cccs2)c2cc3ccccc3nc21	-14	2	10	-2	-3	-2	-13	-16	-10
CC(=O)c1c(C)oc2c1cc(O)c1ccccc12	-8	-3	6	1	-4	-2	13	4	-7
CC(NC(=O)c1ccccc1NS(C)(=O)=O)c1ccccc1 (stereo not drawn)	5	-3	1	1	3	2	5	4	-29
CC(C)n1nc(C(=O)Nc2cccc(S(=O)(=O)N3CCOCC3)c2)c2ccccc2c1=O	1	0	-3	-8	1	4	.	4	.
Cc1cc(Cl)ccc1OCC(=O)NCc1ccncc1	0	5	-1	-4	-3	0	7	-6	4
Cn1c(NNC(=O)c2c(F)cccc2F)cc(=O)n(C)c1=O	5	-4	1	5	-1	6	5	16	4
Cc1cc(C)c(C(=O)C2OC(=O)C(C)(C)C(=O)C2(C)C)c(C)c1 (stereo not drawn)	-10	3	11	-5	-2	-1	4	2	0
C/C(=N/NC(=O)c1ccoc1C)c1cccc(NC(=O)C(F)(F)F)c1	0	-1	3	4	2	-15	-1	3	7
COc1ccc(CN2C(=S)NC(C)(C)CC2(C)O)cc1 (stereo not drawn)	2	-3	12	-1	0	7	-6	-5	3
COc1ccc(NS(=O)(=O)c2cccc(C(=O)NNC(=O)c3ccccc3O)c2)cc1	-3	4	9	-3	3	-7	0	14	47*
COc1ccc2c(c1OC)C(=O)OC2Nc1nc(-c2ccccc2)cs1 (stereo not drawn)	-6	-1	1	2	-2	-5	-2	-17	11
CCOC(=O)C1=C(N)OC2=C(C(=O)CC(C)(C)C2)C1c1ccccc1OCC#N (stereo not drawn)	2	3	6	-1	1	14	4	-1	-7
O=c1nc2scc(-c3ccccc3)n2c2ccccc12	0	8	6	2	-2	6	1	10	0
O=C1c2ccccc2C(Nc2ccc(S(=O)(=O)N3CCCCC3)cc2)N1c1ccccn1 (stereo not drawn)	-10	-3	5	-7	1	4	-14	-4	-11
O=C(Nc1ccccc1F)C1(c2ccccc2)CC1(Cl)Cl (stereo not drawn)	9	7	11	1	-2	5	-1	-15	5
O=C(Nc1ccccc1N1CCOCC1)c1csc2c1CCCC2	8	0	-6	3	-3	13	2	-8	-2
CC(=O)c1ccc(OC(=O)CCNC(=O)c2ccccc2)cc1	.	-1	19	.	1	18	.	.	.
c1ccc(CNc2c3ccccc3nc3ccccc23)cc1	-3	8	2	0	2	-21	4	4	-5
COC(=O)c1ccc(CN2CCCC(CCC(=O)NCc3ccc(C)o3)C2)cc1 (stereo not drawn)	0	-3	1	3	-5	5	8	-5	10

More entries follow.
SMILES	LYPLA2 counter	PAFAH2 FP inh	PAFAH1B3 FP inh	LYPLA1 counter	PAD4 inh	PREPL inh	EBNA-1 inhibitor	ZTA counter	GSTO1 inh
O=C(COc1ccc2c3c(c(=O)oc2c1)CCCC3)NCc1cccnc1	-3	-1	12	-5	1	-1	-3	7	7
C=CCNc1ccc(C(=O)O)cc1	6	0	8	5	-2	-2	7	3	6
COc1ccccc1NS(=O)(=O)c1ccc(C(=O)NCCCN2CCCC2=O)cc1	2	9	12	-4	0	6	.	-11	.
Cc1ccc(S(=O)(=O)n2nc(C)cc2N)cc1	1	10	11	7	3	13	8	-4	6
Cc1sc(NC(=O)CCC(=O)O)c(C(N)=O)c1-c1ccccc1	-4	2	11	0	-2	5	9	-19	6
COC(=O)c1ccc(CSc2nc(C)nc3c2c(=O)n(C)c(=O)n3C)o1	4	12	-7	-1	-1	-2	-16	0	3
C=CCNC(=O)c1onc(CSc2nc3ccccc3[nH]2)c1C(=O)NCC=C	-2	3	3	-5	4	1	4	18	6
CCOc1ccc(C(=O)COC(C)=O)cc1	1	-4	2	1	-1	0	5	7	1
COc1cccc(C(=O)COc2cccc(NC(=O)c3ccco3)c2)c1	-4	2	3	-9	4	-2	0	20	6
COc1ccc(N(C(=O)c2ccco2)S(=O)(=O)c2cccs2)cc1	-3	12	-1	-2	-3	42	-6	2	8
Cc1ccccc1CC1(CO)CCCN(Cc2c(C)nn(C)c2Cl)C1 (stereo not drawn)	-1	4	-10	1	-3	4	9	-7	-3
COC(=O)Cc1cc(=O)n2[nH]c(C)nc2n1	11	6	3	5	3	13	8	-6	-2
CCOC(=O)C1CCN(S(=O)(=O)c2ccc3[nH]c4c(c3c2)CCCC4)CC1	3	5	7	1	-3	5	-13	1	0
COc1ccc(C(=O)NCc2cc(C)nc3ccccc23)cc1OC	2	-2	1	-1	1	0	-9	1	5
Cc1ccc(C(=O)C(C)OC(=O)Cn2cnc3c2c(=O)n(C)c(=O)n3C)cc1 (stereo not drawn)	0	4	-9	-2	-7	7	6	-1	-2
CN1CCN(C(=O)c2ccc3c(c2)NC(=O)C(N2CCOCC2)S3)CC1 (stereo not drawn)	4	3	8	3	4	-6	5	3	6
CCOc1ccc(/C=N/NC(=O)Nc2ccccc2)cc1	2	1	0	-1	0	11	3	7	8
O=C(NC1CCCc2ccccc21)c1ccc(Cl)nc1 (stereo not drawn)	-6	5	1	-2	0	-9	2	-26	2
OCCC#Cc1ccc(CN2CCN(Cc3ccccc3)C(CCO)C2)cc1 (stereo not drawn)	6	-2	2	2	1	-4	3	-2	5
O=C(O)c1ccc(COc2ccccc2/C=C2/NC(=O)N(c3cccc(Cl)c3)C2=O)cc1	-22	-4	-13	-21	0	-9	18	3	-15
CNc1c(N)n(Cc2ccccc2)c(=O)[nH]c1=O	4	-1	2	-3	-3	0	1	9	2
Nc1cc(N)nc(SCC(=O)NNC(=O)Cc2ccccc2)n1	-3	-3	-2	-3	-5	3	-9	-4	4
COc1cccc(CC(=O)OCC(=O)Nc2nnc(-c3ccccc3)o2)c1	4	6	3	-1	4	7	-1	-11	9
S=C(Nc1ccccc1Cl)N(CCCN1CCOCC1)Cc1ccccn1	3	5	3	2	3	13	0	-25	6
COc1ccc(NC(=O)CN(C)C(=O)c2cc3c(s2)CCC(C)C3)cc1 (stereo not drawn)	0	-1	3	-6	-1	-7	10	-7	1

In the list so far, these have a Cl atom:
SMILES	LYPLA2 counter	PAFAH2 FP inh	PAFAH1B3 FP inh	LYPLA1 counter	PAD4 inh	PREPL inh	EBNA-1 inhibitor	ZTA counter	GSTO1 inh
Cc1cc(Cl)ccc1OCC(=O)NCc1ccncc1	0	5	-1	-4	-3	0	7	-6	4
O=C(Nc1ccccc1F)C1(c2ccccc2)CC1(Cl)Cl (stereo not drawn)	9	7	11	1	-2	5	-1	-15	5
Cc1ccccc1CC1(CO)CCCN(Cc2c(C)nn(C)c2Cl)C1 (stereo not drawn)	-1	4	-10	1	-3	4	9	-7	-3
O=C(NC1CCCc2ccccc21)c1ccc(Cl)nc1 (stereo not drawn)	-6	5	1	-2	0	-9	2	-26	2
O=C(O)c1ccc(COc2ccccc2/C=C2/NC(=O)N(c3cccc(Cl)c3)C2=O)cc1	-22	-4	-13	-21	0	-9	18	3	-15
S=C(Nc1ccccc1Cl)N(CCCN1CCOCC1)Cc1ccccn1	3	5	3	2	3	13	0	-25	6

(listing goes on)
SMILES	LYPLA2 counter	PAFAH2 FP inh	PAFAH1B3 FP inh	LYPLA1 counter	PAD4 inh	PREPL inh	EBNA-1 inhibitor	ZTA counter	GSTO1 inh
COc1cccc(CC(=O)Nc2nc(-c3cc(OC)ccc3OC)cs2)c1	-9	-9	9	-4	-1	3	-4	-2	-7
COc1cccc(S(=O)(=O)NCc2ccc(C(=O)N3CCN(c4ccccc4)CC3)cc2)c1	20	-7	0	2	0	4	-4	-1	0
O=S(=O)(NCCc1ccccc1F)c1cccc(S(=O)(=O)N2CCOCC2)c1	5	3	6	3	5	15	-2	-18	43*
Cc1ccc(C(=O)C(OC(=O)CCC(=O)Nc2cccc(C)c2)c2ccccc2)cc1 (stereo not drawn)	1	3	14	2	1	-3	2	-13	-3
CCOC(=O)N1CCN(C(=O)CN(C)S(=O)(=O)c2ccc(OC)c(OC)c2)CC1	0	0	7	-3	2	-2	11	4	3
CCOC(=O)c1cnc(-c2ccccc2)nc1N	0	0	12	0	1	4	7	9	-2
O=S(=O)(c1cccs1)N1CCN(c2ccccn2)CC1	8	7	8	1	-8	-2	-2	1	-1
COc1ccc(Cl)cc1C(=O)Nc1ccc(S(=O)(=O)N2CCCC2)cc1	-4	2	-1	2	-1	8	10	-14	-2
COCc1cc(C)n(CC(=O)N2CCCC2)c(=O)c1C#N	-1	-1	0	2	-2	-1	1	-15	2
COc1ccc(-c2cc(C(F)(F)F)n3ncc(C(=O)O)c3n2)cc1OC	-7	1	4	-3	-3	-2	-5	-6	-16
COc1c(C)cc(S(=O)(=O)NC2CC(C)(C)NC(C)(C)C2)c(C)c1C	2	4	5	-1	-4	1	9	-11	-4
COCCNC(=O)C(=O)c1cc(C)n(-c2ccc([N+](=O)[O-])cc2)c1C	1	1	1	3	-1	3	8	5	-2
Cc1ccc(C(C(=O)NC2CCCCC2)N2CCCC2)cc1 (stereo not drawn)	-4	2	5	-2	-5	-1	1	-7	3
CN(Cc1ccccc1)C(=O)COc1cc(=O)n(C)c2ccccc12	7	-9	-9	-3	-2	-5	8	-8	-2
COC(=O)c1c(-c2ccccc2)c(-c2ccccc2)nn(C)c1=O	-2	1	8	1	1	6	-1	-14	4
O=C(CNC(=O)/C=C/c1ccccc1)N=Nc1c(O)n(Cc2ccccc2)c2ccccc12	-2	.	.	2	-2	-14	4	-5	0
CCSc1cc(N2CCCC2)nc(-c2ccc(F)cc2)n1	-2	2	5	-6	-6	4	-4	-1	3
CCN(Cc1ccccc1)C(=S)Nc1cc(C(=O)OC)ccc1C(=O)OC	-2	3	3	-1	-1	12	-6	13	-2
Cc1ccc(S(=O)(=O)N2CCN(C(=S)NCc3ccc4c(c3)OCO4)CC2)cc1	-1	-3	2	-2	-3	1	-9	-4	-15
CCOCCCNC(=O)CN1C(=O)c2cccc3cccc1c23	5	4	11	-1	-2	-1	-7	3	-2
CC(OC(=O)CCN=C1NS(=O)(=O)c2ccccc21)C(=O)Nc1ccccc1F (stereo not drawn)	2	-13	1	-1	1	18	8	9	3
Cn1cccc1/C=N\NC(=O)C1COc2ccccc2O1 (stereo not drawn)	1	-1	4	-1	1	3	-2	9	1
O=C(CCC1CCCC1)N1CCN(C(=O)C2CC2)CC1	5	0	11	2	-1	3	5	-17	-1
COc1cc(OC)cc(C(=O)N/N=C/c2ccc(OC)c(COc3ccc4ccccc4c3)c2)c1	-70	-76	-62	-39	-4	5	3	11	-45
O=C1NCCCC1C(=O)N/N=C/c1cc([N+](=O)[O-])ccc1O (stereo not drawn)	2	5	1	-1	-3	11	-5	0	-9
O=C(NCCSc1ccc(Br)cc1)c1ccc2nc[nH]c2c1	-1	2	17	-6	-1	-9	-3	-4	3
